inhibitors of VEEV: inhibitors of VEEV TC-83 cytopathic effect, confirmation, Vero cells (AID 588727); 350,000 compounds, 0.13% hits; one-dose inhibition, % at 20 µM; IC50 in µM for titrated hits; Vero cells, VEEV TC-83 cytopathic effect inhibition; higher % means a stronger effect; in the data active = a potency from the dose series; inconclusive = inhibition mostly from about 14% at the one dose, without a potency; inactive = the rest, 99 in 100 with inhibition below about 12%; note: strong numbers were not always called active
H37Rv inhibition: M. tuberculosis growth inhibition, HTS (AID 449762). M. tuberculosis H37Rv growth inhibition, 7H9 media; higher % means a stronger effect. one-dose inhibition, % at 25 µM; IC50 in µM for titrated hits. 330,000 compounds, 0.59% hits; in the data active = a potency from the dose series; inconclusive = inhibition above about 70% without an active follow-up result;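 note: bacterial growth assessed after seven days of incubation; strong numbers were not always called active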
tuberculosis growth: growth inhibition of non-replicating M. tuberculosis (AID 488890). inhibition, % at 25 µM; hits with a dose series show IC50 in µM. Mycobacterium tuberculosis non-replicating, growth inhibition; higher % means a stronger effect. 320,000 compounds, 0.39% hits; in the data active = a potency from the dose series; inconclusive = inhibition mostly from about 82% at the one dose, without a potency; inactive = the rest, 99 in 100 with inhibition below about 76%;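 note: plate controls were DMSO cells for no effect and high antibiotic wells for full effect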
PhoP GFP inhibition: Inhibition of PhoP regulon, Salmonella typhi GFP reporter cells, confirmation, 4 h (AID 1850); Salmonella Typhi PhoP-promoter GFP reporter, fluorescence, 4 h; higher % means a stronger effect; one-dose inhibition, % at 50 µM; IC50 in µM for titrated hits; 310,000 compounds, 0.33% hits; in the data active = a potency from the dose series; inconclusive = inhibition mostly from about 25% at the one dose, without a potency; inactive = the rest, 99 in 100 with inhibition below about 19%;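 note: 0% = induced wells with vehicle and 100% = uninduced wells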
H1N1 NS1A inhibition: H1N1 influenza NS1A inhibitors, functional cell based assay (AID 504329); inhibition, % at 12.5 µM, or IC50 in µM where a hit was titrated; NS1A functional cell-based assay, percent inhibition; higher % means a stronger effect; 340,000 compounds, 0.3% hits; in the data active = a potency from the dose series; inconclusive = inhibition above about 27% without an active follow-up result; note: strong numbers were not always called active
* hit, by the source's call; i = inactive; ? = inconclusive; . = no result given.

SMILES,inhibitors of VEEV,H37Rv inhibition,tuberculosis growth,PhoP GFP inhibition,H1N1 NS1A inhibition
Cc1ccc(SC(C)C(=O)NCc2ccncc2)cc1 (stereo not given),i,0%,-4%,7%,0%
Cc1ccc(S(=O)(=O)N2CCN(c3ncnc4scc(-c5ccccc5)c34)CC2)cc1,2.7%,-6%,9%,.,2%
COc1cc(OC)cc(-c2cc3ccc(OC)cc3cn2)c1,2.6%,39%,30%,.,7%
O=C(NC1CCCc2c1cnn2-c1cc(F)cc(F)c1)c1ccncc1 (stereo not given),1.6%,0%,.,-22%,4%
CCc1nnc(NS(=O)(=O)c2ccc(NC(=O)Nc3ccc(OC)cc3)cc2)s1,0.4%,7%,15%,9%,-14%
CC(=O)c1c[nH]c(C(=O)NCc2cccc(C(F)(F)F)c2)c1,1.5%,1%,-1%,1%,0%
O=C(CCCCC(=O)Nc1ccc(F)cc1F)Nc1ccc(F)cc1F,3.4%,3%,1%,6%,7%
COc1ccccc1C(=O)NC(=O)COC(=O)CCS(=O)(=O)c1ccc(C)cc1,i,-12%,-7%,7%,-4%
Fc1ccc(/C=N/NC(=S)Nc2cccnc2)cc1F,10%,-2%,-39%,10%,5%
Clc1ccc(N/N=C/c2ccncc2)cc1Cl,3.0%,?,77%,0%,2%
N#CCCn1c(O)c(N=NC(=O)CNC(=O)c2cccs2)c2ccccc21,0.2%,-8%,-12%,5%,14%
Cc1ccc2cc(C#N)c(N3CCCN(C(=O)c4cnccn4)CC3)nc2c1,0.1%,4%,-1%,9%,8%
COC1=C[C@@H]2[C@@H]3Cc4ccc(OC)c(O)c4[C@]2(CCN3C)CC1=O,0.5%,.,.,.,1%
Cc1ccc(NC(=O)CSc2nnc(C3CC3)n2C)cc1S(=O)(=O)N1CCCCC1,0.6%,-1%,-1%,.,-6%
CCC1CCCCN1CC(O)COCc1cccc(OC)c1 (stereo not given),i,3%,23%,0%,-4%
O=C(COC(=O)c1cc(=O)[nH]c2ccccc12)NC1CCCCC1,3.5%,4%,15%,.,-9%
O=C(Nc1nc2ccccc2s1)Nc1ccc([N+](=O)[O-])cc1Cl,.,-8%,-8%,-3%,.
COc1nc(Oc2ccc(/C=N/O)cc2)nc(N(C)C)n1,0.8%,-1%,2%,-1%,-9%
COc1ccc(Cn2c(=S)[nH]c3ccccc3c2=O)cc1,i,9%,10%,-2%,-25%
CC(=O)c1ccc(O)c(CSc2nncn2C)c1,0.2%,3%,-11%,-1%,10%
O=C(c1ccco1)N1CCN(C(=O)c2cc(-c3ccccc3F)no2)CC1,3.1%,-9%,6%,-3%,-1%
Cc1ccc(SCc2cc(=O)[nH]c(N3CCN(C)CC3)n2)cc1,1.7%,-16%,1%,-2%,-5%
CCCC(=O)Nc1nc2c(c(=O)[nH]1)CCCC2,0.3%,2%,-1%,4%,5%
C=CCOc1ccccc1CN1CCSCC1,i,-4%,-4%,4%,-4%
O=C1c2ccccc2NC(c2ccccc2Cl)N1N=C1CCCCCC1 (stereo not given),i,3%,-2%,2%,-4%
CCC(=O)Nc1cc(-c2nn(CC(=O)N3CCCCC3)c(=O)c3ccccc23)ccc1N1CCOCC1,1.1%,-3%,0%,-9%,-7%
N/C(=N/O)c1nc(N2CCCC2)nc(N(c2ccccc2)c2ccccc2)n1,5.5%,-6%,24%,8%,7%
Clc1cccc(Cl)c1Cn1cnc2c(NCc3ccco3)ncnc21,1.8%,-4%,-3%,-11%,6%
CC1=CC(=C(C#N)C#N)C=C(C)N1CCN1CCNCC1,0.1%,-2%,16%,-14%,-8%
CC(O)CNc1ccc([N+](=O)[O-])cc1S(=O)(=O)N1CCOCC1 (stereo not given),0.5%,-12%,23%,0%,1%
Cc1ccc(C(=O)NCc2ccccc2CN2CCCC2)cc1S(=O)(=O)N1CCOCC1,i,-8%,11%,.,-6%
C[C@@H]1CN([C@@H](C)CO)C(=O)c2cccc(NS(C)(=O)=O)c2O[C@H]1CN(C)Cc1ccc(C(=O)O)cc1,0.5%,2%,-4%,.,-10%

12 entries from above, ordered by heavy-atom count, rising.
SMILES,inhibitors of VEEV,H37Rv inhibition,tuberculosis growth,PhoP GFP inhibition,H1N1 NS1A inhibition
C=CCOc1ccccc1CN1CCSCC1,i,-4%,-4%,4%,-4%
CC(=O)c1ccc(O)c(CSc2nncn2C)c1,0.2%,3%,-11%,-1%,10%
COc1nc(Oc2ccc(/C=N/O)cc2)nc(N(C)C)n1,0.8%,-1%,2%,-1%,-9%
CC(O)CNc1ccc([N+](=O)[O-])cc1S(=O)(=O)N1CCOCC1 (stereo not given),0.5%,-12%,23%,0%,1%
O=C(COC(=O)c1cc(=O)[nH]c2ccccc12)NC1CCCCC1,3.5%,4%,15%,.,-9%
Clc1cccc(Cl)c1Cn1cnc2c(NCc3ccco3)ncnc21,1.8%,-4%,-3%,-11%,6%
O=C1c2ccccc2NC(c2ccccc2Cl)N1N=C1CCCCCC1 (stereo not given),i,3%,-2%,2%,-4%
O=C(c1ccco1)N1CCN(C(=O)c2cc(-c3ccccc3F)no2)CC1,3.1%,-9%,6%,-3%,-1%
N/C(=N/O)c1nc(N2CCCC2)nc(N(c2ccccc2)c2ccccc2)n1,5.5%,-6%,24%,8%,7%
Cc1ccc(C(=O)NCc2ccccc2CN2CCCC2)cc1S(=O)(=O)N1CCOCC1,i,-8%,11%,.,-6%
C[C@@H]1CN([C@@H](C)CO)C(=O)c2cccc(NS(C)(=O)=O)c2O[C@H]1CN(C)Cc1ccc(C(=O)O)cc1,0.5%,2%,-4%,.,-10%
CCC(=O)Nc1cc(-c2nn(CC(=O)N3CCCCC3)c(=O)c3ccccc23)ccc1N1CCOCC1,1.1%,-3%,0%,-9%,-7%

Following part:
SMILES,inhibitors of VEEV,H37Rv inhibition,tuberculosis growth,PhoP GFP inhibition,H1N1 NS1A inhibition
COc1ccc(CCNC(=O)C2CC(=O)N(c3ccc(F)cc3)C2)cc1OC (stereo not given),i,-14%,-2%,-3%,-16%
Cc1ccc(C)c(OCc2cc(C(=O)N3CCNC(=O)C3)no2)c1,3.7%,1%,-11%,-13%,-2%
O=c1[nH]c(CN2CC=C(c3ccccc3)CC2)nc2scc(-c3cccs3)c12,2.0%,17%,74%,8%,-21%
COCCn1c(-c2ccccc2)nc(=S)c2c1CC(C)(C)OC2,0.6%,-1%,20%,3%,-6%
CN=C(NC#N)NCCSCc1nc[nH]c1C,1.3%,-3%,-11%,1%,5%
O=C(c1ccco1)N1CCN(Cc2nc3cc(Cl)ccc3c(=O)[nH]2)CC1,2.5%,5%,46%,-1%,-3%
N=c1ncn(Cc2ccccc2)c2nc(SCCOc3ccccc3)[nH]c12,0.1%,-5%,-19%,-1%,-4%
Cc1sc(NC(=O)CN(CCc2ccccc2)C(=O)C2CC2)c(C(N)=O)c1C,0.6%,3%,27%,-3%,-8%
COC(=O)c1c(C)[nH]c(C(=O)OCC(=O)c2c(N)n(CC(C)C)c(=O)n(C)c2=O)c1C,10%,9%,34%,.,-2%
COC(=O)c1sccc1NC(=O)c1ccccc1Br,0.2%,15%,47%,-15%,0%
O=C(Nc1nnc(COc2ccc(Cl)cc2)s1)c1ccco1,1.7%,0%,i,1%,-1%
CC(C)(C)OC(=O)NCCCCCNC(=O)c1nc[nH]c1C(=O)N1CCN(c2ccccc2)CC1,9.4%,6%,58%,.,-3%
CC(=O)Nc1ccc(SC[C@H](Cc2ccccc2)N2CCN(CC(C)C)CCC2=O)cc1,8.6%,3%,29%,-1%,6%
COc1ccc(CC(=O)NNC(=O)c2ccco2)cc1,i,3%,-4%,1%,-10%
O=C(CCN1C(=O)C2C3CCC(C3)C2C1=O)OCC(=O)c1cccc([N+](=O)[O-])c1 (stereo not given),i,-2%,13%,3%,-4%
Cc1ccc(C)c(NS(=O)(=O)c2ccc(NC(=O)CSc3ccc(Cl)cc3)cc2)c1,0.5%,-6%,-14%,-2%,-2%
O=C(Nc1ccc(F)cc1)C(c1ccccc1)N1CCN(S(=O)(=O)c2ccc3ccccc3c2)CC1 (stereo not given),0.2%,-4%,26%,-7%,-13%
CCOC(=O)N1CCC(N2CCN(Cc3ccccc3)C(CCO)C2)CC1 (stereo not given),i,4%,-5%,5%,-5%
Cc1ccc(NC(=O)C2C3CCCC2C3c2ccccc2)cc1C (stereo not given),0.6%,-1%,1%,-18%,8%
O=C(CCN1CCN(c2ccccc2)CC1)Nc1ccccc1F,2.2%,-7%,5%,10%,-1%
Brc1ccc(C2=Nn3c(nnc3-c3n[nH]c4c3CCC4)SC2)cc1,3.3%,?,47%,-10%,-5%
CC(C)(C)c1cn(-c2ccccc2)c(=S)[nH]1,1.2%,-7%,31%,-15%,5%
O=C(NCCN1CCN(c2cccc(Cl)c2)CC1)C1CCCN(S(=O)(=O)c2cnc[nH]2)C1 (stereo not given),0.3%,5%,11%,10%,8%
CCCn1c(SCc2nc3sc(C)c(C)c3c(=O)[nH]2)nc2ccccc2c1=O,0.3%,-10%,-8%,-8%,-7%

Part of the list above, reformatted.
Second line of a record: inhibitors of VEEV	H37Rv inhibition	tuberculosis growth	PhoP GFP inhibition	H1N1 NS1A inhibition
CCCn1c(SCc2nc3sc(C)c(C)c3c(=O)[nH]2)nc2ccccc2c1=O
 : 0.3%	-10%	-8%	-8%	-7%
CC(C)(C)c1cn(-c2ccccc2)c(=S)[nH]1
 : 1.2%	-7%	31%	-15%	5%
CCOC(=O)N1CCC(N2CCN(Cc3ccccc3)C(CCO)C2)CC1 (stereo not given)
 : i	4%	-5%	5%	-5%

Remaining list, next part
SMILES,inhibitors of VEEV,H37Rv inhibition,tuberculosis growth,PhoP GFP inhibition,H1N1 NS1A inhibition
COc1ccc(-c2ccc(/C=N/NC(=O)c3cccnc3)o2)c([N+](=O)[O-])c1,9.6%,.,.,-4%,-3%
COC(=O)C1CN(C(=O)C(C)Oc2cc(C)ccc2C(C)C)c2ccccc2O1 (stereo not given),0.7%,3%,-13%,-5%,-4%
O=C(NC(=S)Nc1cccnc1Cl)c1ccco1,0.0%,8%,32%,-7%,-9%
O=C(N/N=C/c1cccnc1)c1ccc(NC(=O)c2ccccc2Cl)cc1,1.2%,3%,10%,3%,-13%
Cc1ccc(NC(=O)CSc2nnc(-c3ccncc3)o2)cc1C,2.4%,-9%,0%,-13%,.
CCOC(=O)Cc1csc(SCC(=O)N2CCN(c3ccc(OC)cc3)CC2)n1,i,-14%,10%,-5%,1%
CC(=O)O[C@@H]1C[C@H]2C(C)=C[C@H]3OC(=O)[C@@H](C)[C@H]3C[C@H]2[C@]1(C)O,2.1%,-4%,-12%,0%,8%
Cc1nc2c(c(=O)n1CCC1=CCCCC1)c1nc3ccccc3nc1n2/N=C/c1ccccc1,i,-18%,-6%,12%,3%
Cn1cnnc1SC(C(=O)c1ccccc1)c1ccccc1 (stereo not given),2.3%,12%,71%,-2%,7%
CN(C)/C=C/C(=O)c1ccn(S(=O)(=O)c2ccccc2)c1,1.8%,8%,-7%,6%,-5%
COc1ccc(S(=O)(=O)N2CC3CC(C2)c2cccc(=O)n2C3)cc1 (stereo not given),1.4%,-11%,-2%,2%,-4%
CN(C)c1ccc(NC(=O)COC(=O)c2cc(Cl)ccc2[N+](=O)[O-])cc1,i,-7%,9µM*,-3%,9%
Oc1c(C=NCc2ccc(F)cc2)[nH]c2ccc(Br)c(Cl)c12,.,-7%,1%,-23%,.

Screening data as filed in PubChem.
